14-3-3 Bad PPI – inhibitors of 14-3-3 zeta/Bad binding, primary screen, biochemical, TR-FRET, bovine 14-3-3 zeta; 14-3-3 protein zeta/delta (Bos taurus), P63103; TR-FRET 14-3-3zeta/Dy647-pBad peptide displacement, 1 h; inhibition, % at 21.7 µM; actives 0.71% (n = 220,000);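 active = inhibition above about 70%, limit read from the data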;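 also: 0% = full 14-3-3 plus peptide FRET controls and 100% = background without 14-3-3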
Target sequence (P63103 whole entry, looked up): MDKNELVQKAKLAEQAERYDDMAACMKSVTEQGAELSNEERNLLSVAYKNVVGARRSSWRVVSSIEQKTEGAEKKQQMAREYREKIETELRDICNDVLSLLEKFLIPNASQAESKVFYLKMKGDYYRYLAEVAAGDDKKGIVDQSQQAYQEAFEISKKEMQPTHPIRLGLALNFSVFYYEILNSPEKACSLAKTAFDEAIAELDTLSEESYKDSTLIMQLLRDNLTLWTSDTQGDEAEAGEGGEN
Thrombin inh – human alpha-thrombin inhibitors, primary screen, counter-screen for coagulation protease inhibitor project, biochemical, 1536-well, fluorogenic AMC substrate. Boc-VPR-AMC fluorogenic substrate cleavage. inhibition, % at 5 µM. actives 0.26% (n = 220,000). Prothrombin (Homo sapiens), P00734;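 active = inhibition at or above 40%; inactive = inhibition below 40%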;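 also: 0% = enzyme with no compound and 100% = wells without enzyme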
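Material: human alpha-thrombin enzyme / Medium: pH 7.5 Tris (50 mM) with NaCl 150 mM, Tween 20 0.05% / Compound: single-point dosing at 5 µM, 0.2% DMSO / Incubation: enzyme reaction carried out at room temperature / Detection: AMC fluorescence, 355/460 nm / Read-out basis: percent inhibition scaled between no-compound controls and no-enzyme blanks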
Hck-Nef inh – inhibitors of Nef-activated human Hck kinase, primary screen, biochemical, Z-Lyte FRET, 384-well, Hck-YEEI | Recombinant Hck-YEEI plus Nef, Z-Lyte FRET kinase assay | Tyrosine-protein kinase HCK (Homo sapiens), P08631 | actives 0.68% (n = 220,000) | inhibition, % at 20 µM;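 active = Hck-Nef kinase inhibition above about 50%, limit read from the data; inactive = inhibition below that limit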;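 also: 0% = DMSO with Hck plus Nef and 100% = Hck alone without Nef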
Target sequence (P08631 whole entry, looked up): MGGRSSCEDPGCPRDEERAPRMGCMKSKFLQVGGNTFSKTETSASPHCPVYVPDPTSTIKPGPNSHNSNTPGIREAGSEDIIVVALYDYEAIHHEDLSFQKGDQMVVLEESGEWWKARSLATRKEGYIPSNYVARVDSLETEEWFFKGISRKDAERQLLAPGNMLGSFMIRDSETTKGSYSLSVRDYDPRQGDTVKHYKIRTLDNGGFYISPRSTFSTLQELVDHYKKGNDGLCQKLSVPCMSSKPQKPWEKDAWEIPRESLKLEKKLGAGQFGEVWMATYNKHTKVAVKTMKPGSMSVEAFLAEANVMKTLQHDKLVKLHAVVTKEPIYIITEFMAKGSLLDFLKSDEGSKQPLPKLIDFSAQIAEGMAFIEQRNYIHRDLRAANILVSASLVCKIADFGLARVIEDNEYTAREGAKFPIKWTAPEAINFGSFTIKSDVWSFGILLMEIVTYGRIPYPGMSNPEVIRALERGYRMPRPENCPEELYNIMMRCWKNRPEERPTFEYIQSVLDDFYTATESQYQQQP
Runt-SMMHC FRET – inhibitors of RUNX1 Runt–CBFb-SMMHC binding, primary screen, biochemical, FRET, Cerulean-Runt, Venus-CBFb-SMMHC, uHTS. AID 1434, 2008. actives 0.74% (n = 220,000). inhibition, % at 20 µM. Cerulean-Runt/Venus-CBFb-SMMHC FRET ratio 530/480, 1 h;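 active = mean inhibition across duplicate retests at 20 µM reaching about 50%, limit read from the data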;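 also: 0% = DMSO wells and 100% = wells with excess untagged CBFb-SMMHC; inhibitors lower the FRET ratio by blocking Runt binding to CBFb-SMMHC; some results filed as inactive read as strong as hits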
Wee1 degr inh – Wee1 degradation inhibitors, primary screen, cell-based, HeLa, Wee1K328M-luciferase, luminescence | reporter increase, % at 5 µM | Wee1-like protein kinase (Homo sapiens), P30291 | AID 1321, 2008 | HeLa Luc-Wee1K328M stability; 100% = proteasome inhibitor MG132 effect | actives 1.2% (n = 220,000);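 active = activation above the mean of all tested compounds plus 3 SD, set per screening run, cut at about 8.8% in these data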;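 also: cells exposed to compound for 20 h before luminescence read; 0% = DMSO alone and 100% = MG132 at 30 µM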
FXIa inh 1536 – human FXIa protease inhibitors, primary screen, biochemical, 1536-well | actives 0.14% (n = 220,000) | purified FXIa, Boc-Glu-Ala-Arg-AMC fluorogenic substrate | AID 798, 2007 | inhibition, % at 5 µM | Coagulation factor XI (Homo sapiens), P03951;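 active = inhibition of at least 40%; inactive = inhibition below 40%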;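 also: fluorescence of freed AMC excited at 355 nm; 0% = enzyme without compound and 100% = no enzyme blank; many of its hits are not listed in these tables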
FXIIa inh 1536 – human FXIIa protease inhibitors, primary screen, biochemical, 1536-well. Coagulation factor XII (Homo sapiens), P00748. purified FXIIa, Boc-QGR-AMC fluorogenic substrate, 2 h. inhibition, % at 5 µM. actives 0.3% (n = 220,000); in the data active = inhibition above about 40%;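 also: 0% = enzyme with no compound and 100% = blank without enzyme; many of its hits are not listed in these tables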
KLK5 inh – human KLK5 protease inhibitors, primary screen, biochemical, 1536-well | Kallikrein-5 (Homo sapiens), Q9Y337 | recombinant hK5, fluorogenic AMC substrate cleavage | inhibition, % at 5 µM | actives 0.59% (n = 210,000) | AID 873, 2007;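 active = inhibition of 40% or more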;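 also: 0% = enzyme controls without compound and 100% = no-enzyme blanks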
Target sequence (Q9Y337 67-293 limits assumed): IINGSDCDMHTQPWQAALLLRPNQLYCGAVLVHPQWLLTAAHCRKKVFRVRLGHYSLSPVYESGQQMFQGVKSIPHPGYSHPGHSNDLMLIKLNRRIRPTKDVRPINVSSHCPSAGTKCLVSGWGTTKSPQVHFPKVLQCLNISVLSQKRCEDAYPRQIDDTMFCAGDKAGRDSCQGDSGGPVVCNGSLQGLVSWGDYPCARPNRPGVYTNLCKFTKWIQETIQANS
Runt-CBFb FRET – inhibitors of RUNX1 Runt–CBFb binding, primary screen, biochemical, FRET, Cerulean-Runt, Venus-CBFb, uHTS; Runt-related transcription factor 1 (Homo sapiens) + Core-binding factor subunit beta …; Cerulean-Runt/Venus-CBFb FRET ratio 530/480, 1 h; inhibition, % at 20 µM; actives 0.46% (n = 220,000); AID 1496, 2009;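 active = inhibition over about 50% at 20 µM in the single-dose screen, limit read from the data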;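 also: 0% = DMSO wells and 100% = excess unlabeled CBFb competitor control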
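Measured by: fluorescence energy transfer, 422 nm excitation, 530/480 nm emission; test system: Cerulean-tagged RUNX1 Runt domain (FRET donor) fusion protein; buffer or medium: Tris pH 7.5 buffer with BSA; compound: one dose, 20 µM compound, 1% DMSO; times: two 1 h room-temperature incubations shielded from light; benchmarks: unlabeled CBFb 5 µM, positive control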
The depositor's hits bear a star; . = no result given; [ ] = another dose, or the depositor's remark.

SMILES	14-3-3 Bad PPI	Thrombin inh	Hck-Nef inh	Runt-SMMHC FRET	Wee1 degr inh	FXIa inh 1536	FXIIa inh 1536	KLK5 inh	Runt-CBFb FRET
C=CCc1c(C)nn(CC(=O)O)c1-c1ccccc1	18	0	-3	-2	1	4	8	-28	-1
CCc1nnc(NC(=O)CCN2C(=O)CCC2=O)s1	2	4	-1	-2	-2	0	15	-6	1
CCc1nc2ccc(C)cc2c(C(=O)NC2CCCCC2C)c1C (stereo not given)	14	2	0	-1	-1	-11	18	9	-2
O=c1[nH]ncc2c3ccccc3n(Cc3ccccc3)c12	8	-5	0	1	-4	-5	4	-6	-2
O=C(c1ccccc1F)N1CCN(Cc2cccc(Cl)c2)CC1	9	13	2	3	-1	13	17	24	-3
COc1cccc([C@@H]2Oc3ccc(OC)cc3C(=O)[C@H]2OC(=O)N[C@H](C)C2CCCCC2)c1	-2[fluorescence artefact?]	2	2	3	-4	9	15	-8	0
Cc1cc(C(=O)CSc2ncn[nH]2)c(C)n1-c1cccc(S(=O)(=O)N2CCOCC2)c1	-20[fluorescence artefact?]	-2	1	3	4	0	5	-20	4
CC(C)CNC(=O)COc1cccc(C(=O)NCc2ccccc2)c1	-22	0	0	-2	-1	1	4	-16	-1
CC(C)CNC(=O)c1ccccc1NC(=O)c1ccc(CN2CCOCC2)cc1	4	1	8	3	-1	-2	6	-14	0
CCOc1cc(C2C(C(=O)OC)=C(C)N=C3SCCC(=O)N32)ccc1OC(C)=O (stereo not given)	-6	-2	2	0	0	-2	-7	3	-3
COCCn1c(-c2ccccc2)nc2oc3cc(OC)ccc3c(=O)c2c1=O	11	3	-1	-4	-1	7	14	1	2
CCS(=O)(=O)c1ccc(N)cc1	11	-10	16	0	1	-2	6	2	1
O=C(O)c1ccc(N=NN2CCCCCC2)cc1	-5[fluorescence artefact?]	-3	-2	-5	9	7	10	-20	1
CC(C)CN(C(=O)CCc1ccccc1)c1c(N)n(CC(C)C)c(=O)[nH]c1=O	-13	-4	-14	-1	4	-1	6	-15	1
O=C(Nc1ccccc1)c1ccc(NCC2CCCO2)c(S(=O)(=O)N2CCOCC2)c1 (stereo not given)	9	-4	1	-4	1	3	7	15	-3
CCCC(NC(=O)c1c(C)noc1C)C12CC3CC(CC(C3)C1)C2 (stereo not given)	-7	-7	-5	-2	-3	-6	0	-4	-3
Cc1ccc(NC(=O)CCC(=O)NNC(=O)/C=C/C(=O)O)c(C)c1	8	-18	3	0	1	24	26	-19	1
CC1(C)CC2=C(CO1)C(=S)NC(c1ccccc1)N2CC1CCCO1 (stereo not given)	1	-10	16	0	-1	-4	3	-4	0
COc1ccc(C2C3=C(CC(C)(C)CC3=O)Oc3ncn(CCO)c(=N)c32)cc1OC (stereo not given)	-7	1	-2	-4	0	12	30	-11	1
Cn1ncc2c1ncn1nc(COc3ccc4ccccc4c3)nc21	-10[fluorescence artefact?]	6	0	-9	1	5	15	4	-1
O=C(NCCCCCCNC(=O)NCc1ccco1)NCc1ccco1	-18[fluorescence artefact?]	-5	-1	-3	-1	1	0	-28	1
COc1ccc(/C(O)=C2\C(=O)C(=O)N(CCN(C)C)C2c2cccc(OC)c2OC)cc1Cl (stereo not given)	.	2	7	-2	-1	-6	-8	-5	-4
Cc1nc2ccccn2c1C(=O)NC1CCCc2ccccc21 (stereo not given)	-2	0	13	1	0	-6	8	-4	1
O=C(CCCC(=O)OCC(=O)NC1CCCC1)Nc1ccccn1	-5	-13	-1	2	-2	-11	7	1	-2

Of the compounds above, these contain a COOH group:
SMILES	14-3-3 Bad PPI	Thrombin inh	Hck-Nef inh	Runt-SMMHC FRET	Wee1 degr inh	FXIa inh 1536	FXIIa inh 1536	KLK5 inh	Runt-CBFb FRET
C=CCc1c(C)nn(CC(=O)O)c1-c1ccccc1	18	0	-3	-2	1	4	8	-28	-1
O=C(O)c1ccc(N=NN2CCCCCC2)cc1	-5[fluorescence artefact?]	-3	-2	-5	9	7	10	-20	1
Cc1ccc(NC(=O)CCC(=O)NNC(=O)/C=C/C(=O)O)c(C)c1	8	-18	3	0	1	24	26	-19	1

(further entries)
SMILES	14-3-3 Bad PPI	Thrombin inh	Hck-Nef inh	Runt-SMMHC FRET	Wee1 degr inh	FXIa inh 1536	FXIIa inh 1536	KLK5 inh	Runt-CBFb FRET
Cc1ccc(C(=O)N2CCN(c3cc(=O)[nH]nc3-c3ccccc3)CC2)cc1	7	-6	2	4	5	6	-1	-7	1
O=C1CSC(c2ccccc2F)N1 (stereo not given)	1	-4	4	-6	3	0	1	-1	5
O=C(NCC(=O)N(c1cccnc1)C(C(=O)NC1CCCC1)c1ccccc1)c1ccco1 (stereo not given)	-14	-7	17	0	-2	-4	5	-3	-2
NCCNc1ccc([N+](=O)[O-])c(Sc2nc3ccccc3[nH]2)c1	-14	-4	4	-4	-1	8	12	-10	-4
COc1ccc(CC(=O)NNC(=O)CCc2ccccc2)cc1	2	-2	17	-3	2	0	6	1	-1
CNC(=O)c1nc(C)n(-c2cc(Cl)ccc2Cl)n1	5	-5	-2	-8	0	-9	4	-3	-71
CCOc1ccc(C(=O)N2CCN(c3ccccc3)CC2)cc1OCC	-4[fluorescence artefact?]	-1	4	1	-2	4	9	7	1
CCc1nnc(NC(=O)C2Cc3ccccc3CN2S(=O)(=O)c2ccc(C)cc2)s1 (stereo not given)	-8[fluorescence artefact?]	-4	2	-6	-1	8	12	0	.
N#Cc1cccnc1Oc1ccccc1	4	-4	2	-1	0	-3	2	-2	1
CCCCN(C)C(=O)c1oc2ccc(S(=O)(=O)N3CCCCCC3)cc2c1C	-5	-1	3	-3	4	-2	14	6	-6
CCc1cc(CNC(=O)CCc2nnc(CCCc3ccccc3)o2)on1	-6	-9	23	2	-1	-5	7	-1	1
C/C(=N\NC(=O)c1cccnc1)c1ccc(-n2ccnc2)cc1	0	-2	-1	0	-1	-2	5	-4	0
COc1ccc(N=C2S/C(=C\c3ccco3)C(=O)N2CC(C)C)cc1	5	3	0	-9	-2	3	7	18	-4
COCCn1nnnc1CN1CCN(c2cccc(C(F)(F)F)c2)CC1	52	-3	7	-1	-2	-9	-3	5	-2
N#C/C(=C\c1ccc(-c2ccc([N+](=O)[O-])cc2Br)o1)C(=O)N1CCN(c2ccccc2)CC1	0	-9	1	-1	-2	5	5	6	-6
CC/C(O)=C(\C#N)c1nnc2n1CCCCC2	-3[fluorescence artefact?]	2	1	1	-3	2	.	-7	-1
COC(=O)Cn1c(C)nc2c(sc3nc(C)cc(C)c32)c1=O	-3	3	-1	0	3	10	15	10	1
Cc1onc(-c2ccccc2Cl)c1C(=O)NCc1ccc(N2CCCC2=O)cc1	1	1	0	-4	2	2	14	4	1
CCn1ccnc1CNCc1ccc(OCC(O)CN(C)Cc2ccccc2)cc1 (stereo not given)	-28	-1	10	0	2	3	10	.	2
COc1ccc2cc3c(N)nn(C(=O)Cc4ccccc4OC)c3nc2c1	9[fluorescence artefact?]	-2	15	5	-1	20	29	-4	1
O=C(CSc1ncn[nH]1)c1ccco1	-10	-6	4	7	0	-15	-7	2	9
CC(=O)CC(=O)Nc1ccc(Cl)cn1	0	-1	20	-4	4	-1	3	-2	0
CCOC(=O)C(=O)Nc1cc(Cl)ccc1C	-2[fluorescence artefact?]	-7	6	4	-1	1	3	-17	-2
Cc1ccc(-c2nnn(Cc3nc4ccccc4s3)n2)cc1	4	-5	0	-1	-3	-8	0	0	-2
CC(C)(C)OC(=O)NCC(=O)N1CCC(C(=O)O)CC1	10	2	1	1	-2	-2	16	-6	0
O=C(CSc1nc2ccccc2s1)Nc1cc(C(=O)O)cc(C(=O)O)c1	-14	-5	49	52	0	-1	6	4	55*
CCOC(=O)c1ccc(CNCc2ccc(C)cc2)cc1	-1	-4	-1	-1	-1	3	13	-13	1
CCN(CCCNC(=O)CC1Oc2ccc(C)cc2NC1=O)Cc1ccccc1 (stereo not given)	-3	0	5	3	5	9	16	-6	3
Cn1cccc1/C=N/N1CCN(Cc2ccccc2)CC1	2	-7	0	3	2	-10	1	0	4
Cc1cc(=O)c2ccc(Cl)cc2[nH]1	5	-2	-3	2	-1	-2	10	-8	-2
COC(=O)c1sccc1NC(=O)c1cc(-c2ccc(C)cc2)nc2ccccc12	-2	-6	14	0	-3	-8	5	1	4
Cc1cc(CN2CCCC(CNC(=O)c3ccc(F)cc3)C2)cc(C)c1O (stereo not given)	-7	4	17	3	-2	-6	6	-2	0
Cc1ccccc1CN(c1ccc(C(=O)NCCC2=CCCCC2)cc1)S(C)(=O)=O	2	-2	-2	-2	-1	-2	14	0	-1
O=C(NCCO)c1cccc2c1C(=O)c1ccccc1-2	0	4	-25	-7	7	9	14	-3	-4
CCN1C/C(=N\S(=O)(=O)/N=C2\CN(CC)C(=O)N2CC)N(CC)C1=O	1	-9	-7	1	2	-1	3	-11	-2
Cc1ccccc1NC(=O)Cc1nc(CCl)cs1	9	2	-2	4	-1	3	11	-3	5
COc1cc(C(=O)NCc2ccc3c(c2)OCO3)ccc1OCc1c(C)noc1C	-8	-2	-1	-30	1	0	11	-2	-2
CCCCOC(=O)Nc1ccc(C(=O)OC)cc1	-4	0	1	0	4	-1	16	-12	-3
COc1ccc(C2SCC(=O)N2CC23CC4CC(CC(C4)C2)C3)cc1 (stereo not given)	-11	-11	2	0	0	-2	18	-19	-2
COc1ccc(N2CC(NC(=O)NCCC(C)C)CC2=O)cc1 (stereo not given)	-6	-12	3	-1	-2	-2	9	-10	-7
C=C(C)c1cccc(C(C)(C)NC(=O)N2CCN(CC(N)=O)CC2)c1	-16[fluorescence artefact?]	-5	6	2	-1	-6	1	-7	0
COc1ccc(/C=N/NC(=O)CN2CCSCC2)c(OC)c1	16	-5	2	2	3	2	2	-3	0
Cc1ccccc1NC(=O)Cn1nnc2sc3c(c2c1=O)CC(C)(C)OC3	4	16	-2	3	4	6	9	10	-1
COc1ccc(/C=N/NC(=O)Cn2nnc3ccccc32)cc1OC	7	-8	-1	2	0	-7	3	-7	1

Screening data deposited in PubChem BioAssay by several laboratories.
